Assay outcomes as filed in PubChem.
CHO parental Ca: counter-screen for OX1R antagonists: effect in parental CHO cells | parental CHO-K1, ATP-induced calcium, Fluo-8 fluorescence | inhibition, % at 5.6 µM | 330,000 compounds, 0.63% hits;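 active = inhibition above that plate's mean sample inhibition plus 3 SD, cut at about 26% in these data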;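 also: 0% = ATP-challenged DMSO wells and 100% = DMSO wells without ATP; some compounds past the cut are filed as inactive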
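test system = CHO parental line | reagent = ATP stimulus | measured by = intracellular calcium via Fluo-8 no-wash fluorescent dye | control set = ATP and no-ATP DMSO wells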
M1 PAM parental: nonselective activator or artifact in parental CHO-K1 calcium assay | ATP EC20, Fluo-8 calcium fluorescence; 0% at ATP EC20, 100% at ATP max | activation, % at 3 µM | 360,000 compounds, 0.02% hits | AID 602247;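 active = activation above the run cutoff, the mean activation of all test compounds plus 3 SD, cut at about 40% in these data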;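 also: peak over basal fluorescence ratio in a 140 s read after ATP addition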
M1 ag parental: counter-screen for M1 agonists: effect in parental CHO-K1 cells; Fluo-8 calcium fluorescence; scaled to maximal ATP response, vehicle zero; activation, % at 3 µM; 360,000 compounds, 0.48% hits; AID 602248; in the data active = activation above about 15%;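 also: untransfected CHO-K1 host cells lacking M1 receptor as counterscreen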
GPR7 antag: blocks human GPR7 receptor signaling; P48145; GPR7-expressing cells, fluorescence antagonist assay; inhibition, % at 4.4 µM; 290,000 compounds, 1.1% hits; AID 1861; in the data active = inhibition above about 16%, passing the limit was not always enough;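 also: cells stimulated with the agonist NPW; 0% = agonist with vehicle and 100% = vehicle without agonist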
Target sequence (P48145 whole entry, looked up): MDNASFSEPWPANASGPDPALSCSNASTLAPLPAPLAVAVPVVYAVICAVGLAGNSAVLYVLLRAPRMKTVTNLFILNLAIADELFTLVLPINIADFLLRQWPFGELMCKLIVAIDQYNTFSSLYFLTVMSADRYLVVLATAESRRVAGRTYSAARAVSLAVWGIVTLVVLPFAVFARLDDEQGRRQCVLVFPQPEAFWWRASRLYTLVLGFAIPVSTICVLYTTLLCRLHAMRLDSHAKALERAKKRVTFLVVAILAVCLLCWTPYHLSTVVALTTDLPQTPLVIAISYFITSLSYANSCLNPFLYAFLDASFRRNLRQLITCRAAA
CHO-K1 Ca antag: counter-screen for M1 antagonists: effect in parental CHO-K1 cells. 360,000 compounds, 0.6% hits. inhibition, % at 3 µM. AID 602250. ATP-induced calcium, Fluo-8 fluorescence;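 active = inhibition above a per-plate cutoff, the plate's mean sample inhibition plus 3 SD, cut at about 24% in these data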;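 also: 0% = DMSO plus EC80 ATP and 100% = DMSO alone without ATP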
V1R ag counter: counter-screen for oxytocin receptor agonists: human V1a receptor agonists | P37288 | CHO-V1R cells, Fluo-8 calcium fluorescence, agonist mode; 0% DMSO, 100% 3 nM vasopressin | activation, % at 3 µM | 320,000 compounds, 0.25% hits | AID 2797;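 active = activation above the mean activation of all tested compounds plus 3 SD, per screening run, cut at about 20% in these data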;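 also: signal is peak over basal fluorescence ratio across a 100 second FLIPR read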
TAAR1 antagonist: human TAAR1 antagonism; inhibition, % at 3 µM; 360,000 compounds, 1.5% hits; Q96RJ0; AID 624466; CHO RD-HGA16 TAAR1, Fluo-8 calcium fluorescence, antagonist;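 active = inhibition above a per-plate cutoff, the mean inhibition of test compounds on that plate plus 3 SD, cut at about 49% in these data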;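 also: 0% = DMSO plus EC80 beta-PEA response and 100% = DMSO alone without agonist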
Target sequence (Q96RJ0 whole entry, looked up): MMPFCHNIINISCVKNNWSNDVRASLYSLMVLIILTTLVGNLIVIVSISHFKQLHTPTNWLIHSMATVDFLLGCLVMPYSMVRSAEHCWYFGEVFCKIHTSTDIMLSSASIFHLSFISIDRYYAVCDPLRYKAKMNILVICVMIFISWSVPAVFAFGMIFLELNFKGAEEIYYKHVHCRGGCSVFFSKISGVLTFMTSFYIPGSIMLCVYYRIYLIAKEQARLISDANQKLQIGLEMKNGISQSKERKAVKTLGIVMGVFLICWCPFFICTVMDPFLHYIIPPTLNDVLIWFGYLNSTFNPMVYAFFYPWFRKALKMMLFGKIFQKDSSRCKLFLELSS
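Test system: CHO RD-HGA16 cells bearing hTAAR1 | Reagent: β-PEA, EC80 | Compound dosing: 3 µM, single point | Schedule: Dye loading 75 min at 37 °C, then 30 min room temperature | Signal: Calcium fluorescence with Fluo-8 | Evaluation: Percent inhibition of PEA-evoked calcium signal, max/basal emission ratio | Control set: DMSO-only wells and EC80 β-PEA-stimulated wells | Repeats: Singlicate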
OXTR potentiator: potentiators of human oxytocin receptor; P30559; CHO-OTR cells, Fluo-8 calcium fluorescence, potentiator mode; 0% = oxytocin EC15, 100% = EC100; activation, % at 3 µM; 320,000 compounds, 0.061% hits;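 active = activation above that plate's cutoff, the mean activation of tested compounds plus 3 SD, cut at about 6.6% in these data, passing the limit was not always enough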;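 also: 100% uses oxytocin at 75 nM as the full agonist control; some results filed as inactive read as strong as hits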
Target sequence (P30559 whole entry, looked up): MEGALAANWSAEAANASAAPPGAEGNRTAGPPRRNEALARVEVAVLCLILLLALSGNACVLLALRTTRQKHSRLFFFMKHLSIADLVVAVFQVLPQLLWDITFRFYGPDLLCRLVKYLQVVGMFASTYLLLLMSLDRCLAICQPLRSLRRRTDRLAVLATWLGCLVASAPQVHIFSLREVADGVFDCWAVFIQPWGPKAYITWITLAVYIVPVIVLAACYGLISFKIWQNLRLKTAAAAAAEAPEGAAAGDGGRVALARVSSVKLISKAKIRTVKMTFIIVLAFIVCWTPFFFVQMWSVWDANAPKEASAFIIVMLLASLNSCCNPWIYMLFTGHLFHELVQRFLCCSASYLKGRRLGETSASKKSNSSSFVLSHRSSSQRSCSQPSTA
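Material: CHO-OTR cells, human receptor; compound dosing: single dose, 3.0 µM nominal final compound concentration; schedule: 6 min compound pre-incubation at room temperature, 100 s kinetic read; measured by: kinetic Fluo-8 calcium fluorescence; read-out basis: % activation vs EC15 and EC100 oxytocin; controls: EC15 oxytocin alone as 0%, 75 nM oxytocin as 100%; replicates: singlicate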
OXTR ag: agonists of human oxytocin receptor | CHO-OTR cells, Fluo-8 calcium fluorescence; normalized: DMSO 0%, oxytocin 100% | activation, % at 3 µM | 320,000 compounds, 0.32% hits | P30559;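 active = activation above the mean of all tested compounds plus 3 SD, cutoff set per screening run, cut at about 20% in these data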;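 also: peak over basal fluorescence ratio from a 100 s FLIPR kinetic read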
Numbers without * were called inactive; · = not tested or not shown.

SMILES | CHO parental Ca | M1 PAM parental | M1 ag parental | GPR7 antag | CHO-K1 Ca antag | V1R ag counter | TAAR1 antagonist | OXTR potentiator | OXTR ag
CCCCCCOc1ccc(/C=N/NC(=O)C2CC2)cc1 | · | -10 | -0.3 | -14 | 9 | · | -8 | · | ·
Cc1nn(Cc2ccc(Cl)cc2)c(C)c1NC(=O)/C=C/c1cnn(C)c1 | -11 | 1 | 0.8 | 5 | 4 | 1.2 | -13 | -6 | 0.2
O=C(/C=C/NCc1cccnc1)c1ccc(Br)cc1 | -19 | 9 | 0.9 | · | 1 | 0.9 | -28 | -4 | -1.6
CC(O)CN1CC(O)=C(c2nc3ccccc3s2)C1=N (stereo not drawn) | -5 | 13 | 0.3 | -2 | -5 | 0.4 | -22 | 0 | 1.1
Cn1c(=O)c2c(nc(CN3CCN(Cc4ccccc4)CC3)n2CCN2CCOCC2)n(C)c1=O | -13 | 28 | 0.6 | -18 | -7 | -1.2 | -17 | -3 | -0.3
O=C(Oc1cccnc1)c1cccc(Cl)c1 | -7 | 6 | 0.1 | -10 | -6 | -1.1 | 19 | -7 | 0.3
Cc1cc(C(=O)Nc2sc(C)c(C)c2C#N)c(C)o1 | -18 | 17 | -0.5 | -10 | -7 | -0.8 | -3 | -6 | -0.3
NC1=NC(=O)NC1(c1ccccc1)c1ccccc1 | · | 25 | 0.7 | · | -20 | · | -8 | · | ·
CCOC(=O)C1=C(O)/C(=C\c2cc(C)n(-c3ccccc3F)c2C)N=C1C | -9 | 3 | 0.2 | -4 | -6 | 0.1 | -8 | 0 | 1.3
NNc1nc(-c2ccccc2)nc2sc3c(c12)CCCC3 | -19 | 18 | 0.5 | -8 | -11 | 0.2 | -17 | -6 | -0.3
CCN(C[C@H]1N[C@@](Cc2ccccc2)(C(=O)OC)[C@H]2C(=O)N(C)C(=O)[C@@H]12)C(=O)Nc1ccc(Cl)cc1 | -28 | -6 | -0.1 | · | -7 | 0.8 | 13 | 3 | 0.2
COc1ccc(C(=O)NC2CCCc3ccccc32)cc1S(=O)(=O)N1CCOCC1 (stereo not drawn) | -11 | -3 | 1.1 | -2 | -2 | 0.5 | -14 | -7 | -1.2
O=C(COc1ccc([N+](=O)[O-])cc1)Nc1ccc(C(=O)NCc2cccnc2)cc1 | -11 | 19 | 2.4 | -7 | -3 | -0.4 | -10 | -4 | 1.4
CCc1ccc(OCC(=O)NNC(=O)c2cc(S(=O)(=O)N3CCOCC3)ccc2N2CCCC2)cc1 | -32 | 1 | -0.6 | · | -13 | 0.3 | -12 | -1 | -0.5
Cc1ccc2[nH]c(=O)c(CN(Cc3cccs3)S(=O)(=O)c3ccc4c(c3)OCCO4)cc2c1 | -19 | 23 | 0.4 | -3 | -10 | 0.7 | 9 | 3 | -0.3
O=C(CCCOc1ccccc1)Nc1ncccn1 | -2 | -11 | 0.2 | -15 | -2 | 0.8 | 2 | 1 | 1.2
CC(=O)c1cccc(NC(=O)C(C)OC(=O)CCC2CCCCC2)c1 (stereo not drawn) | -27 | 15 | 1.4 | · | 1 | -0.3 | 16 | -8 | -1.3
CC(C)NC(=O)C1(C)CCN1C(=O)c1ccc2c(c1)OCO2 (stereo not drawn) | · | 7 | 0.8 | · | -4 | · | -13 | · | ·
CCN(C(=O)CN1C(=O)c2ccc([N+](=O)[O-])cc2C1=O)C1CCCCC1 | -4 | -1 | -0.3 | -5 | -3 | 0.6 | 4 | -1 | -0.6
CCCCC(CC)C(=O)Nc1ccccc1C#N (stereo not drawn) | -9 | 17 | 0.2 | 2 | -7 | -1.3 | -5 | -3 | -1.4
COc1cccc(CC(=O)OCC(=O)NCc2ccc3c(c2)OCO3)c1 | -4 | -1 | 0.2 | · | -10 | 0.4 | -14 | -1 | 0.2
CCOCC(=O)N1CCN(c2cccc(Cl)c2)CC1 | -13 | 1 | 0.6 | -3 | -1 | -0.1 | 13 | -6 | -0.1
O=C(Nc1ccccc1)ON=C1CCCC1 | -9 | 32 | 2.4 | -3 | -9 | -0.6 | 17 | -8 | -1.2
Cc1cccc(C(=O)NC(=S)NNC(=O)c2cccs2)c1 | -8 | -10 | 15* | -8 | 4 | 26* | 61* | -8 | 36*
CC1=Nc2cc(C(=O)O)ccc2Sc2c(C)ccc(C)c21 | -9 | 11 | 0.2 | -7 | -5 | 1.4 | -2 | -7 | 1.6

Overlap with the part before: two compounds, followed by the next part.
SMILES | CHO parental Ca | M1 PAM parental | M1 ag parental | GPR7 antag | CHO-K1 Ca antag | V1R ag counter | TAAR1 antagonist | OXTR potentiator | OXTR ag
Cc1cccc(C(=O)NC(=S)NNC(=O)c2cccs2)c1 | -8 | -10 | 15* | -8 | 4 | 26* | 61* | -8 | 36*
CC1=Nc2cc(C(=O)O)ccc2Sc2c(C)ccc(C)c21 | -9 | 11 | 0.2 | -7 | -5 | 1.4 | -2 | -7 | 1.6
O=C(C1CCCO1)N1CCN(C(=S)Nc2cccc(F)c2)CC1 (stereo not drawn) | 2 | -14 | 0.3 | -11 | 3 | 1.0 | -12 | -1 | -0.8
O=S1(=O)CC(N2CCN(Cc3ccccc3F)CC2)CN1Cc1cn(Cc2cccc(Cl)c2)nn1 (stereo not drawn) | · | -10 | 2.0 | · | -6 | · | -13 | · | ·
O=C(c1cc2c(=O)n3ccccc3nc2s1)N1CCN(Cc2ccc3c(c2)OCO3)CC1 | -16 | 8 | 4.3 | 0 | -10 | 0.2 | -21 | -1 | -1.6
Cc1cc2[nH]c(=O)c(=O)[nH]c2cc1S(=O)(=O)N1CCN(c2ccccc2F)CC1 | -11 | 7 | -0.1 | -14 | -8 | -0.2 | -6 | -8 | -1.1
CSc1nc2nc3c(cc2c(=O)n1-c1ccccc1C)COC(C)(C)C3 | -4 | 4 | 1.2 | -9 | -5 | 1.6 | -3 | -2 | 1.3
CC1=C(C(=O)OC(C)C)C(c2ccc(Cl)cc2)n2c(s/c(=C\c3ccc(OCC(=O)O)cc3)c2=O)=N1 (stereo not drawn) | · | 8 | 0.1 | -6 | 5 | · | 7 | · | ·
Cc1ccc(N2C(=O)C3C(C(=O)c4ccccc4)=NN(c4ccccc4)C3C2=O)cc1 (stereo not drawn) | 1 | 21 | -0.5 | -11 | 2 | 0.1 | 11 | -7 | 0.2
O=S(=O)(c1ccccc1)c1nc(-c2ccco2)oc1NCc1ccco1 | -18 | 14 | -0.1 | 0 | -10 | -1.5 | -1 | -18 | -2.6
Cc1ccc2c(c1)N(CCC(=O)NC1CCCCC1)C(=O)CO2 | -1 | 9 | 2.5 | -2 | -10 | 0.0 | -2 | 0 | -0.1
CCOc1cccc2cc(C(=O)NCc3ccc(F)cc3)c(=N)oc12 | -10 | -1 | -0.2 | -13 | 2 | -0.4 | 3 | -8 | -0.7
CC(C)c1ccc(C(=O)N2CCCC(c3cc(C(=O)NCc4ccccc4)no3)C2)cc1 (stereo not drawn) | · | 10 | 6.7 | · | -7 | · | 35 | · | ·
C#CCOC(=O)c1csc2nnsc12 | -3 | 15 | 0.5 | -11 | -8 | 0.4 | 3 | -7 | -1.6
CNc1nc(N)c([N+](=O)[O-])c(N2CCCCCC2)n1 | -10 | 13 | 6.9 | -18 | -10 | 0.7 | -3 | -10 | 0.6
Nn1c(SC/C=C/c2ccccc2)nnc1-c1ccccn1 | -27 | 12 | 0.5 | -4 | 0 | -0.1 | 4 | 2 | 0.9
COc1ccc(CCNC(=O)c2cc(-c3ccccc3)c(N3CCOCC3)s2)cc1OC | -1 | -6 | 4.0 | · | -1 | 0.4 | 67* | -6 | -0.6
C[C@H](CO)N1C[C@H](C)[C@@H](CN(C)S(=O)(=O)c2cn(C)cn2)Oc2ccc(NC(=O)Cc3ccccc3)cc2C1=O | 1 | 4 | 0.2 | · | -6 | -0.1 | 14 | -5 | 0.8
O=S(=O)(Nc1ccc2[nH]ncc2c1)c1ccccc1Cl | 17 | 6 | 1.0 | 6 | -4 | 1.9 | 1 | -9 | 2.3
COc1ccc(NCCc2ccccn2)cc1 | 6 | -3 | 0.2 | -10 | -1 | 0.4 | -14 | 4 | 1.1
Cc1cc(C)nc(NC(C)(C)C(=O)O)n1 | -8 | 4 | -0.2 | -1 | -2 | 0.5 | 13 | -9 | 10
Cc1ccc(N=Cc2c(O)c3ccccc3oc2=O)c(C)c1 | -8 | 12 | -0.5 | -13 | 3 | -0.3 | -21 | -10 | -0.1
CCOC(=O)C1(C)CCCN1C(=O)c1snnc1C (stereo not drawn) | · | 13 | 0.8 | · | -7 | · | -18 | · | ·
O=C(CN1CCCC1)Nc1ccc(Br)cc1 | 1 | 18 | 0.8 | -4 | -20 | 0.1 | -12 | -5 | 1.6
OCC[C@@H]1C[C@H](O)[C@@H](O)[C@@]2(OCCCc3ccccc32)O1 | 10 | 4 | 0.3 | 2 | -12 | 0.3 | 0 | -6 | 0.2
COc1cccc(-c2n[nH]nc2C2=CC(=O)CC(C)(C)C2)c1 | · | 21 | 0.8 | · | -10 | · | -4 | · | ·
CC(C)NC(=O)C(c1ccc(F)cc1)N(C(=O)CCC(=O)Nc1ccccn1)C1CCCC1 (stereo not drawn) | -13 | 1 | 1.5 | 1 | -13 | 0.1 | -4 | -12 | 0.4
O=C(O)CCCC(=O)N1CCCC1 | 6 | -2 | 0.4 | -9 | 2 | 0.2 | 2 | -12 | -1.0
O=C(OCN1C(=O)c2ccccc2C1=O)c1cccc(OC(F)F)c1 | 3 | 10 | 0.2 | -7 | -6 | -0.8 | -4 | 3 | 0.9

Profiles from above. Values in the order: CHO parental Ca	M1 PAM parental	M1 ag parental	GPR7 antag	CHO-K1 Ca antag	V1R ag counter	TAAR1 antagonist	OXTR potentiator	OXTR ag
O=C(CN1CCCC1)Nc1ccc(Br)cc1 across the screens: 1	18	0.8	-4	-20	0.1	-12	-5	1.6
CC1=Nc2cc(C(=O)O)ccc2Sc2c(C)ccc(C)c21 across the screens: -9	11	0.2	-7	-5	1.4	-2	-7	1.6
CSc1nc2nc3c(cc2c(=O)n1-c1ccccc1C)COC(C)(C)C3 across the screens: -4	4	1.2	-9	-5	1.6	-3	-2	1.3
O=C(OCN1C(=O)c2ccccc2C1=O)c1cccc(OC(F)F)c1 across the screens: 3	10	0.2	-7	-6	-0.8	-4	3	0.9

Three compounds already listed, sorted by their value in GPR7 antag, highest first:
compound | GPR7 antag
COc1ccc(C(=O)NC2CCCc3ccccc32)cc1S(=O)(=O)N1CCOCC1 (stereo not drawn) | -2
O=C(Nc1ccccc1)ON=C1CCCC1 | -3
Cc1cc2[nH]c(=O)c(=O)[nH]c2cc1S(=O)(=O)N1CCN(c2ccccc2F)CC1 | -14

Hits appear at their usual frequency; overall some 3.5% were active at least once.
